# KCNQ2 block = KCNQ2 potassium channel inhibitors, primary screen, cell-based, CHO-K1, FluxOR thallium flux, B-score (AID 2156). 20 min; hits give low values. 310,000 tested, 1.1% active. B-score at 10 µM. O88943;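 active = fluorescence ratio B-score at most minus 3 library SDs, with starting brightness B-score within 2 library SDs, cut at about -5.5 in these data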
# OX1R FRET antag = OX1R (human) antagonism; O43613; OX1R-expressing cells, FRET antagonist read-out; inhibition, % at 6.6 µM; 330,000 tested, 1.8% active; AID 485270; in the data active = inhibition mostly above about 38%, no sharp cut-off; inactive = mostly below about 40%;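 also: 0% = agonist challenge alone and 100% = reference antagonist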
# Target sequence (O43613 whole entry, looked up): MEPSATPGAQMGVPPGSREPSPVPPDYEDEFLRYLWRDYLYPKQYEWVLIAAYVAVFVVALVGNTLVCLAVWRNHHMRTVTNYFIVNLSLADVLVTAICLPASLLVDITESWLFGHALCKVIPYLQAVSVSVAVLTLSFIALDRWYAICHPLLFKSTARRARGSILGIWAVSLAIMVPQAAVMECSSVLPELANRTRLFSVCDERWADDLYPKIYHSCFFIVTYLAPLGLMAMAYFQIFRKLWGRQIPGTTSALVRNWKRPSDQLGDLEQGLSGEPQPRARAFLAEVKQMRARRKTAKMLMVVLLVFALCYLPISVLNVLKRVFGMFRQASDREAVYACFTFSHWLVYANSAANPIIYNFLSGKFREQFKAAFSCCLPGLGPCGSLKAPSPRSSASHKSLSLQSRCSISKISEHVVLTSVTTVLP
# STK33 inh = human STK33 kinase inhibition. Q9BYT3. purified STK33, MBP phosphorylation, ADP-Glo luminescence. inhibition, % at 10 µM. 320,000 tested, 0.073% active. AID 2661;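 active = inhibition at or above 25%, using the most active replicate where run in duplicate; inactive = inhibition below 25%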
# Target sequence (Q9BYT3 whole entry, looked up): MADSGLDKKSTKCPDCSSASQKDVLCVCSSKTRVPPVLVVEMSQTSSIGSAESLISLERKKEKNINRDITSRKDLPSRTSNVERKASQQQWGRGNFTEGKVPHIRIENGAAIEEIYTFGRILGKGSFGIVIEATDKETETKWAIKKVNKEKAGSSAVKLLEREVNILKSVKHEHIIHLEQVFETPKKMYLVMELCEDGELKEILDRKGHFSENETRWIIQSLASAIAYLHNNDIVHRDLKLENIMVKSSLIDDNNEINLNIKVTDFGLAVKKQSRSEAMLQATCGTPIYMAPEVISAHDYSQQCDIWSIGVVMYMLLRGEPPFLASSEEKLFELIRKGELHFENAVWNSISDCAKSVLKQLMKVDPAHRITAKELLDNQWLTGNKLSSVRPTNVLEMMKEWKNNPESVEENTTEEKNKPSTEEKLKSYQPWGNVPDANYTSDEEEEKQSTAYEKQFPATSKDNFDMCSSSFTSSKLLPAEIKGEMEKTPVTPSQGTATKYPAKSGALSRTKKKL
# The depositor's hits bear a star; i = inactive; x = no result given.
SMILES,KCNQ2 block,OX1R FRET antag,STK33 inh
COCCNC(=O)c1ccc(-n2c(SCc3ccncc3)nc3ccccc3c2=O)cc1,i,21.4,-1.4
COc1cc2nc(NC(=O)c3ccco3)sc(=O)c2cc1OC,i,7.5,0.0
COC(=O)c1sc2nc(CN3CCN(c4ccc(OC)cc4)CC3)[nH]c(=O)c2c1C,i,4.1,1.9
COc1ccc(CNC(=S)Nc2cc(OC)ccc2OC)cc1,i,10.4,-0.3
CCC(=O)Nc1c2c(nn1-c1ccc(OC)cc1)CS(=O)C2 (stereo not given),i,7.8,-0.1
Cc1ccc(NC(=S)NC(=O)c2ccc(-c3ccccc3)cc2)cc1,i,10.2,1.0
CC(C)c1ccc(OCCCN2CCCC2)cc1,i,-2.2,1.1
Cc1ccnc(NC(=O)c2ccc([N+](=O)[O-])o2)c1,i,94.0*,0.4
COc1ccc(C(=O)CSc2nc3[nH]ncc3c(=O)[nH]2)cc1,i,1.8,-0.2
O=C(Nc1ccc(F)cc1F)N1CCN(C/C=C/c2ccccc2)CC1,i,11.6,-0.7
O=C(CCC(=O)Nc1ccccc1Cl)N/N=C/c1ccccc1,i,4.8,-0.2
COc1ccc(NC(=O)CN(C)C(=O)CNC(=O)C2CCCCC2)cc1,i,19.8,-0.2
COc1ccc(-c2cc(C(F)F)n3ncc(C(=O)N4CCN(C)CC4)c3n2)cc1,i,56.0,-1.6
CC1c2c([nH]c3ccccc23)CCC1C(=O)O (stereo not given),i,10.4,-0.3
CCN(CC)CCCNC(=O)c1ccc(S(=O)(=O)Nc2ccc(C)c(C)c2)cc1,x,5.7,-0.3
COC(=O)Cc1c(C)nc2nc(-c3ccco3)[nH]n2c1=O,i,14.7,0.3
O=C(O)c1ccc(NS(=O)(=O)c2ccc(NC(=O)c3ccccc3Cl)cc2)cc1,i,6.0,-0.7
Cc1cc(=O)n2[nH]cc(C(=O)O)c2n1,i,3.1,-0.6
COc1ccc(NC(=O)/C=C/c2cc(Br)ccc2OC)cc1,i,83.0*,0.0
O=C(NCC1CCCO1)c1cc(C(=O)c2ccc(Cl)cc2Cl)c[nH]1 (stereo not given),i,4.6,-1.3
Cn1nccc1C(=O)N1CCCC(C(=O)c2cccc3ccccc23)C1 (stereo not given),i,0.3,-0.6
Cn1c(Cn2c(=O)sc3ccccc32)nnc1SCC(=O)Nc1cccc(F)c1,x,9.8,-0.2
CCOC(=O)NC(=O)CN1C(=O)NC(C)(c2ccccc2)C1=O (stereo not given),x,7.4,-3.5
CCOc1ccc(NC(=O)CN(C)C(=O)c2c(C)nn(-c3ccc(F)cc3)c2Cl)cc1OCC,i,1.3,-1.5
Cc1cccc(N(Cc2cc3ccc(C)cc3[nH]c2=O)C(=O)c2ccco2)c1,i,12.6,-0.2
O=c1oc2ccccc2cc1-c1csc(Cc2nc(-c3ccc(Br)cc3)cs2)n1,i,8.1,-1.5
O=C(NCc1ccccc1)c1cccc(COc2cccc(Cl)c2)c1,i,34.4,0.9
Cc1ccc(Nc2cc(C)nc(-c3ccccc3O)n2)cc1,i,27.9,3.8
COCC(C)N=C1NN=C(c2ccc(NC(C)=O)cc2)CS1 (stereo not given),i,12.4,0.0
CCn1cnc2c1c(=O)n(CC(=O)O)c(=O)n2Cc1ccccc1,i,-10.1,0.1
CC(=O)Nc1ccc(NC(=O)CSc2cn(CC(=O)N3CCOCC3)c3ccccc23)cc1,i,2.7,-0.9
COc1ccc(NC(=O)CC(c2ccco2)C(C)C)cc1 (stereo not given),i,18.0,-0.6
CCN1CCCC1CNC(=O)C1CCN(C(=O)c2cc3sccc3n2Cc2ccc(F)cc2)CC1 (stereo not given),i,8.1,0.2
O=C1c2ccccc2C(=O)N1CCCc1nc2ccccc2c(=O)n1-c1cccnc1,i,9.0,-1.6
CSCCC(NC(=O)c1cc([N+](=O)[O-])cc([N+](=O)[O-])c1)c1nc2ccccc2[nH]1 (stereo not given),i,82.0*,0.7
Cc1nnc(NC(=O)CSc2nc3c(c(=O)n(C)c(=O)n3C)n2C(C)C)s1,i,6.8,-0.8
Cc1ccc(-n2nnnc2SCC(=O)c2cc(C)n(-c3cc(C)on3)c2C)c(C)c1,-7.47*,17.3,-2.1
O=C1NCCn2nc3ccccc3c21,x,11.9,-1.1
COc1ccc(C(=O)OCCc2ccc(O)cc2)cc1,i,10.5,1.7
CN(C)C(=O)c1cc([N+](=O)[O-])cc([N+](=O)[O-])c1N(C)C,i,24.6,-0.9
CCOC(=O)C1CCCN(C(=O)c2ccc(C)c(NC(=O)C3=C(C)OCCS3)c2)C1 (stereo not given),i,2.7,-1.0
N#CC1(NC(=O)COC(=O)c2nccnc2N)CCCCC1,i,22.3,0.7
O=C(NCc1ccccn1)C1CCN(S(=O)(=O)N2CCCCC2)CC1,i,13.2,-0.7
CC(=O)Nc1ccc(S(=O)(=O)N2CCN(C(=O)c3ncoc3-c3ccccc3F)CC2)cc1,i,14.0,0.5
CCN1/C(=C2\OC(=S)N(C)C2=O)Sc2ccccc21,i,16.1,-0.7
Cc1ccc(Cl)cc1N1CCN(S(C)(=O)=O)CC1,i,5.9,0.0
COC(=O)C1CCN(C(=O)CN2C(=O)NC(CC(C)C)C2=O)CC1 (stereo not given),x,-2.5,-0.2
CCC(C(=O)NCCCN1CC(C)CC(C)C1)n1nc(C)c2sc3ccccc3c2c1=O (stereo not given),i,6.9,-0.4
COc1ccc(C)c2sc(NNC(=O)COc3ccccc3)nc12,i,23.6,0.8
Cn1c(=O)cc(OCCCC(=O)Nc2ccc3c(c2)OCCO3)c2ccccc21,i,16.7,-2.8
CC(=O)Nc1cccc(C(=O)OCC(=O)NC(=O)Cc2ccccc2)c1,i,15.5,-1.1
Fc1cccc(Nc2nc(N3CCOCC3)nc(N3CCOCC3)n2)c1,i,32.0,1.3
COc1ccc(Cl)cc1N(CC(=O)Nc1ccc2c(c1)OCCO2)S(C)(=O)=O,i,17.4,1.1
Cc1nn(-c2ccc(F)cc2)c(C)c1CN1CCN(CCC(C)C)C(CCO)C1 (stereo not given),i,25.1,-0.4
COc1ccc(-c2nnn(CC(=O)Nc3sc4c(c3C#N)CCCC4)n2)cc1,i,9.1,-1.6
COc1cccc(N2CC(NC(=O)c3ccc4ccccc4c3)CC2=O)c1 (stereo not given),i,4.7,-0.2
COc1ccc(-n2nnc3c(SCC(=O)Nc4ccccc4F)ncnc32)cc1,i,10.3,-1.0
CCCS(=O)(=O)c1nc(S(=O)(=O)c2ccc(C)cc2)c(N2CCc3ccccc3C2)s1,i,22.6,-1.0
O=C(COC(=O)c1ccc(Cl)c(S(=O)(=O)N2CCCCC2)c1)NCc1ccco1,i,17.3,1.7
Cc1nnsc1NC(=O)OCC(C)C,i,22.8,14.0

# (next part)
SMILES,KCNQ2 block,OX1R FRET antag,STK33 inh
Cc1ccc2nc(N3CCN(C(=O)c4ccco4)CC3)sc2c1,i,11.9,0.1
Cc1ccc(-n2c(-c3cccnc3)n[nH]c2=S)c(C)c1,i,10.7,-0.7
CCNC(=S)Nc1ccc(C)c(S(=O)(=O)Nc2ccccc2OC)c1,i,7.7,-1.1
CCOCCc1nnc(NC(=O)C2CC(=O)N(CCc3ccc(F)cc3)C2)s1 (stereo not given),i,6.1,-2.3
CC(C)c1ccc(C2C(C#N)=C(N)N3C(=C2C#N)Sc2ccccc23)cc1 (stereo not given),i,30.7,-1.4
CN(c1cccc(NC(=O)CN(c2ccc(F)cc2)S(C)(=O)=O)c1)S(C)(=O)=O,i,13.6,9.1
CC(C)[C@H](N)c1nnc(SCC(=O)c2ccc(Cl)cc2)o1,i,8.5,0.1
C=CCc1ccc(OCC(O)CN2CCN(c3ccccc3)CC2)c(OC)c1 (stereo not given),i,2.0,-0.7
Cc1coc2cc3oc(=O)c(CCC(=O)NCCCn4ccnc4)c(C)c3cc12,i,3.9,0.4
Cc1c(CCOC(=O)c2ccc(Cl)cc2Cl)sc[n+]1CC(=O)c1ccccc1,x,8.8,1.5
CC(=O)Nc1ccccc1NC(=O)c1ccc(C)c(C)c1,i,13.3,-0.1
O=C1NC(=S)N/C1=C/c1cccc([N+](=O)[O-])c1O,i,36.2,0.6
Cc1ccc(CNC(=O)COC(=O)C2CC2)cc1,x,6.3,0.5
Cc1cc(NC(=O)COC(=O)Cn2[nH]c(=O)c3ccccc3c2=O)c([N+](=O)[O-])cc1C,x,7.9,-1.7
CS(=O)(=O)N1CCN(c2ccc([N+](=O)[O-])c(NCCN3CCOCC3)c2)CC1,i,39.2,-0.3
Cc1cc(NC(=O)CSc2nnc(C(F)(F)F)n2C)no1,x,-2.4,-2.1
O=C(CN1C(=O)NC2(CCOc3ccccc32)C1=O)NCCc1ccccc1 (stereo not given),x,5.3,-0.5
C=CCN(CC=C)c1cnn(-c2nc3ccccc3[nH]2)c(=O)c1Cl,i,17.9,0.9
CC(NC(=O)NCC1CCCO1)(C(F)(F)F)C(F)(F)F (stereo not given),i,18.2,3.5
O=C(CN1CCCCCC1)Nc1ccc(Cl)cn1,i,0.0,-0.3
CC(C)(C)OC(=O)C1C(=O)CC(C)(O)C(C(=O)OC(C)(C)C)C1c1ccco1 (stereo not given),i,22.2,0.3
CCC(=O)Nc1nnc(SCC(=O)c2ccc3c(c2)Cc2ccccc2-3)s1,i,15.8,-0.3
Cc1c(/C=N/NC(N)=O)c2ccccn2c1C(=O)c1ccc(F)cc1,i,25.0,-0.1
COC(=O)c1cn(-c2ccccc2)nc1C(=O)OC,i,10.5,0.6
N#CC1=C(N)Oc2cc(Nc3ccccc3)ccc2C1c1ccncc1 (stereo not given),i,27.3,0.6
COC(=O)c1sc(NC(=O)c2ccc(OC)cc2OC)nc1C,i,18.4,0.1
COc1ccccc1CNC(=O)c1ccc(CS(=O)Cc2cccc(Cl)c2)o1 (stereo not given),i,15.5,0.3
COc1ccc(N(C)S(=O)(=O)c2cccc(C(=O)OC(C(=O)Nc3cc(C)cc(C)c3)c3ccccc3)c2)cc1 (stereo not given),-5.73*,16.8,-0.6
CCCCNC(=O)c1c[nH]c2ccc(S(=O)(=O)Nc3ccc(OCC)cc3)cc2c1=O,i,17.0,-1.0
O=C(CSCc1c(Cl)cccc1Cl)NN1C(=O)c2ccccc2C1=O,i,19.6,-0.2
CC1(C(=O)c2ccccc2)C2c3c(ccc4ccccc34)OC(=O)C21C(=O)N1CCOCC1 (stereo not given),-7.87*,19.3,0.8
COc1cccc(CN(C)C(=O)c2ccc(NS(=O)(=O)c3ccc(F)cc3)cc2)c1OC,i,12.4,x
O=C(Nc1ccc2nc(-c3ccco3)c(-c3ccco3)nc2c1)N1CCN(c2ccccn2)CC1,i,21.6,x
O=C(NCCc1ccccc1)c1n[nH]c2ccccc12,i,15.7,6.0
CCSc1nnnn1-c1ccccc1,i,11.0,-0.7
Brc1cccc(-c2cnco2)c1,i,-2.0,-0.6
COc1ccc(CCNC(=O)COC(=O)CCC(=O)c2cccs2)cc1OC,x,10.4,0.9
COc1ccc(C(C#N)(CC(=O)O)c2cnccn2)cc1OC (stereo not given),i,6.6,-1.8
Cc1ccc2nc(S(=O)(=O)O)[nH]c2c1,i,18.4,-1.4
N#Cc1c(N)c(C(=O)c2ccc(Br)cc2)n2c1CCC2,i,21.7,0.6
N#Cc1ccccc1NC(=O)CN1C(=O)NC2(CCCC2)C1=O,i,10.9,-0.5
C/C=C1\COC(C(=O)NCc2ccccc2)(C(F)(F)F)C=C1C=C(C)C (stereo not given),i,28.4,0.2
CCN(CC)S(=O)(=O)c1ccc(N2CC(C(=O)NC3(C)CCS(=O)(=O)C3)CC2=O)cc1 (stereo not given),x,3.7,-0.8
Cc1nn(-c2ccccc2)c(Cl)c1/C=N/NC(N)=O,i,1.2,-0.7
CCOC(=O)c1[nH]c2ccc(Cl)cc2c1NC(=O)/C=C/c1ccc2c(c1)OCO2,i,5.8,-1.3
CN(Cc1cccs1)C(=O)COC(=O)CNC(N)=O,i,12.2,0.2
COc1ccc2c(c1)CC(C1(O)C(=O)N(C)c3ccccc31)C2=O (stereo not given),i,45.5,-2.4
OCCCNc1nc(-c2ccc(Cl)cc2)nc2ccccc12,i,6.3,2.0
CC(C)c1cc(C(=O)Nc2cccnc2)no1,i,6.1,-1.5
CC(=O)c1ccccc1NC(=O)COc1ccc(N(C)S(=O)(=O)c2ccc(C)c(C)c2)cc1,x,18.4,-0.8
CCNC(=S)NNC(=O)c1cccc(Br)c1,i,8.5,-2.6
CC(C(=O)NCc1ccco1)n1nc(-c2ccccc2)c2cc(Cl)ccc21 (stereo not given),i,14.7,-0.7
Cc1c(NC(=O)CCCCCN2C(=O)c3ccccc3C2=O)c(=O)n(-c2ccccc2)n1C,i,14.0,0.2

# Screening results as filed in PubChem.
